TbHK1 inh – T. brucei hexokinase 1 inhibition. inhibition, % at 10 µM. 220,000 compounds, 0.11% hits. recombinant TbHK1, G6PDH-coupled NADH A340;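 active = inhibition of 50% or more in the single-dose primary screen; inactive = inhibition below 50%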
Runt-CBFb FRET – Runt domain-CBFb interaction inhibition; inhibition, % at 20 µM; 220,000 compounds, 0.46% hits; Cerulean-Runt/Venus-CBFb FRET ratio 530/480, 1 h; Q01196+Q13951;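 active = inhibition over about 50% at 20 µM in the single-dose screen, limit read from the data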;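 note: 0% = DMSO wells and 100% = excess unlabeled CBFb competitor control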
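Reagent – Venus-CBFb binding partner, 100 nM · Assay system – Cerulean-tagged RUNX1 Runt domain (FRET donor) fusion protein · Input – 100 nM per protein · Incubation – two 1 h room-temperature incubations shielded from light · Measured by – FRET fluorescence · Medium – Tris buffer pH 7.5 with salts and BSA · Benchmarks – unlabeled CBFb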
EBV gp42 block – EBV gp42 inhibition. Fluorescence polarization binding assay, mP read-out. inhibition, % (tested at 21.74 µM). 220,000 compounds, 0.42% hits; in the data active = inhibition above about 50%
Hck-Nef inh – human Hck-Nef kinase inhibition; Recombinant Hck-YEEI plus Nef, Z-Lyte FRET kinase assay; inhibition, % at 20 µM; 220,000 compounds, 0.68% hits;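 active = Hck-Nef kinase inhibition above about 50%, limit read from the data; inactive = inhibition below that limit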;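 note: 0% = DMSO with Hck plus Nef and 100% = Hck alone without Nef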
Target sequence (P08631 whole entry, looked up): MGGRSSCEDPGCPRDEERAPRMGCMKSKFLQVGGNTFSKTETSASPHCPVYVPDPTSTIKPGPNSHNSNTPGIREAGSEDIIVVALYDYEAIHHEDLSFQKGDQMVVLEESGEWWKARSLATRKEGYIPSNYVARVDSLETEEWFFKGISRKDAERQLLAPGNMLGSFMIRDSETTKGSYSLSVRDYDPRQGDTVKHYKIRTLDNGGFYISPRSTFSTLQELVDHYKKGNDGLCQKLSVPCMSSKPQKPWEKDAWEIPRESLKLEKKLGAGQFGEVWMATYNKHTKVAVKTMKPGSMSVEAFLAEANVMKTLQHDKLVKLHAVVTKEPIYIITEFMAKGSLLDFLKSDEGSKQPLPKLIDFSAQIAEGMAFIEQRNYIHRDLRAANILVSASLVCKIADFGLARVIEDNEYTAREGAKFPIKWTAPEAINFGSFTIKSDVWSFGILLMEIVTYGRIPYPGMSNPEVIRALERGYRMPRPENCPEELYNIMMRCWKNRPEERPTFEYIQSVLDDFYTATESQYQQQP
MDM2 E3 inh – Mdm2 E3 ligase (human) inhibition | cell-based MDM2 ubiquitination luciferase reporter, 2 h; 0 = plate control, 100 = twice control, blank-subtracted | signal enhancement, % at 5 µM | 210,000 compounds, 0.11% hits | AID 1230;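 active = signal enhancement of 30% or more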;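 note: luminescence tracks abundance of the self-degrading MDM2-luciferase fusion protein; higher signal means inhibition of MDM2 E3 ligase activity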
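Test system: stable mammalian line carrying autodegrading MDM2–luciferase fusion reporter; quantity: 2000 cells in each well; times: 4 h cell settling then 2 h compound exposure, 37 °C; detection: luminescence with SteadyLite reagent, 15 min at room temperature; evaluation: percent signal gain over controls, blank-subtracted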
14-3-3 Bad inh – disrupts binding of bovine 14-3-3 zeta to phospho-Bad peptide | TR-FRET 14-3-3zeta/Dy647-pBad peptide displacement, 1 h | inhibition, % at 21.7 µM | 220,000 compounds, 0.71% hits | AID 781;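 active = inhibition above about 70%, limit read from the data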;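 note: 0% = full 14-3-3 plus peptide FRET controls and 100% = background without 14-3-3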
Runt-SMMHC FRET – Runt domain-CBFb-SMMHC interaction inhibition. Cerulean-Runt/Venus-CBFb-SMMHC FRET ratio 530/480, 1 h. inhibition, % at 20 µM. 220,000 compounds, 0.74% hits. AID 1434;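 active = mean inhibition across duplicate retests at 20 µM reaching about 50%, limit read from the data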;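 note: 0% = DMSO wells and 100% = wells with excess untagged CBFb-SMMHC; inhibitors lower the FRET ratio by blocking Runt binding to CBFb-SMMHC; some results filed as inactive read as strong as hits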
NCF1 inh – inhibitors of human p47phox binding; P14598; p47phox/p22phox peptide binding, fluorescence polarization, 2 h; inhibition, % at 24.7 µM; 220,000 compounds, 0.53% hits;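 active = inhibition above about 30%, limit read from the data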;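 note: 0% = p47phox with labelled peptide and 100% = labelled peptide alone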
Target sequence (P14598 whole entry, looked up): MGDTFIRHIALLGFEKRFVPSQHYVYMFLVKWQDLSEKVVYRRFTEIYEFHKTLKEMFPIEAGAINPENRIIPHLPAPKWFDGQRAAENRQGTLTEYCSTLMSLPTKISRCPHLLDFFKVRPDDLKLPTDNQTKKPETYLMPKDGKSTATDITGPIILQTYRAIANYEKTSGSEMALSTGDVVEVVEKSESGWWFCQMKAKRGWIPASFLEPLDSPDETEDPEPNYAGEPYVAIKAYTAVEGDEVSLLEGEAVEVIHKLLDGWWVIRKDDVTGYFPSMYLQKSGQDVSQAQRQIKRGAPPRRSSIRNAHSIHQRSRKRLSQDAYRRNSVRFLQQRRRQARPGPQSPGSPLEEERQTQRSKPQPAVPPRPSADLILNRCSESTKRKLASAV
L929 necroptosis – L929 zVAD cell death inhibition | L929 zVAD necroptosis rescue, ATP luminescence, 24 h; with zVAD 60 µM | viability rescue, % at 10 µM | AID 1377 | 220,000 compounds, 0.38% hits;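 active = activation, scaled between plate controls, above about 75%, limit read from the data; inactive = activation under that limit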;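 note: 0% = zVAD with DMSO and 100% = DMSO alone without zVAD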
Starred values were filed as active, the others as inactive; x = not tested or not shown; [ ] = dose if it differs, or a comment.

The line under a structure holds: NCF1 inh	14-3-3 Bad inh	L929 necroptosis	Runt-SMMHC FRET	MDM2 E3 inh	EBV gp42 block	Runt-CBFb FRET	TbHK1 inh	Hck-Nef inh
O=C(Nc1nc2ccccc2n1CCN1CCCC1)C1CCCCC1
→ -1.4	16.9	-0.6	1.8	-22.8	-3.2	0.4	4.4	-0.2
COc1cc2nc(CN(C)Cc3ccc(C(C)(C)C)cc3)[nH]c(=O)c2cc1OC
→ 4.5	-8.7	-1.7	1.0	-6.2	-12.7	-1.0	-7.2	16.7
Cc1ccc(NC(=O)N(Cc2ccco2)C(C)c2ccco2)cc1C (centres undefined)
→ -15.5	-18.5[fluorescence artefact?]	1.0	0.1	-4.4	-2.1	-1.0	0.6	1.1
CCOC(=O)c1c(C)[nH]c(=S)c(C#N)c1-c1ccc(Cl)cc1
→ 2.8	-20.6[fluorescence artefact?]	0.8	31.9	-1.8	-16.9	20.3	-1.9	2.3
CCN1CCN(C(=O)c2ccc(N3CC4CC(C3)c3cccc(=O)n3C4)c([N+](=O)[O-])c2)CC1 (centres undefined)
→ 8.0	-8.2	1.9	6.4	-14.4	-5.2	1.8	-0.3	25.0
COc1cc(/C(C)=N/NC(=O)CSc2nnc(C)s2)ccc1O
→ -4.3	5.0	-0.1	1.0	-6.9	-18.9	-0.5	-13.9	18.9
O=C(O)COc1ccc2c(c1)CCCC2
→ 1.0	6.2	1.5	-2.6	-16.8	3.1	-0.7	2.2	0.9
COc1cc(CC(NC(C)=O)C(=O)NC2CCN(c3c4c(nc5ncnn35)CCC4)CC2)cc(OC)c1 (centres undefined)
→ -0.3	-4.9	-0.3	x	-2.1	-15.2	x	-3.7	23.2
COc1cc(/C=C2\C(=N)N3N=CSC3=NC2=O)cc(Br)c1OC(=O)c1ccco1
→ -9.0	-20.2	0.8	-1.4	3.4	-33.6	-1.6	-4.5	16.3
O=C(CCn1c(=O)oc2ccccc21)N1CCCCCC1
→ -6.1	-4.5	0.3	-6.2	11.8	-12.4	-8.6	0.9	6.0
COc1ccccc1N1CCN(C(=O)C2CCN(S(=O)(=O)c3ccc(C)cc3)CC2)CC1
→ 2.3	-12.1	-0.3	3.5	7.7	-10.2	-0.5	-3.1	3.7
CCCCN1C=CC(=C2C(=O)c3ccccc3C2=O)C=C1
→ -12.4	-19.7	26.4	-9.8	-97.6	-1.8	-1.7	-13.0	36.4
CC1Cc2cc(/C=C3/SC(=S)NC3=O)ccc2O1 (centres undefined)
→ -33.7	-2.9	0.6	-1.0	-24.9	-11.2	-3.6	-7.7	14.4
CN(C(=O)c1c(Cl)cnn1C)C12CC3CC(CC(C3)C1)C2
→ -11.3	-1.0	-0.4	3.9	-26.1	3.3	-1.5	1.6	0.0
O=C(CCn1c(=O)oc2ccccc21)NCCCN1CCN(c2ccc(F)cc2)CC1
→ -2.7	-2.3[fluorescence artefact?]	0.1	-0.8	-11.6	-10.2	0.6	4.7	2.6

Compound profiles (already shown). Screens in order: NCF1 inh, 14-3-3 Bad inh, L929 necroptosis, Runt-SMMHC FRET, MDM2 E3 inh, EBV gp42 block, Runt-CBFb FRET, TbHK1 inh, Hck-Nef inh
`O=C(CCn1c(=O)oc2ccccc21)N1CCCCCC1` across the screens: -6.1, -4.5, 0.3, -6.2, 11.8, -12.4, -8.6, 0.9, 6.0
`CC1Cc2cc(/C=C3/SC(=S)NC3=O)ccc2O1` (centres undefined) across the screens: -33.7, -2.9, 0.6, -1.0, -24.9, -11.2, -3.6, -7.7, 14.4

Continuation:
The line under a structure holds: NCF1 inh	14-3-3 Bad inh	L929 necroptosis	Runt-SMMHC FRET	MDM2 E3 inh	EBV gp42 block	Runt-CBFb FRET	TbHK1 inh	Hck-Nef inh
Cc1cc2c(cc1C)[n+](C)cn2CC(O)COCC1CC=CCC1 (centres undefined)
→ -6.5	4.9	1.1	7.6	5.6	-27.1	-7.1	4.1	21.6
CC1=NN(c2ccc(Cl)cc2)C(=O)C1C(c1cccc(O)c1)c1c(C)[nH]n(-c2ccc(Cl)cc2)c1=O (centres undefined)
→ -24.2	-25.2	0.8	1.3	-1.4	-2.9	8.5	-7.2	1.2
C[C@H](NC(=O)OC(C)(C)C)C(=O)N/N=C/c1cccc2nccnc12
→ -7.3	0.3	1.2	1.9	1.1	-4.6	2.1	-16.7	-1.4
CCn1c(SCc2nc3ccccc3[nH]2)nnc1-c1cccs1
→ -3.5	1.6	0.9	-2.1	8.9	-9.5	-0.3	8.5	-0.7
COC(=O)C(NC(=O)c1c(C)nn(C)c1Cl)c1ccccc1 (centres undefined)
→ -7.1	-8.7	2.2	-0.1	-6.2	-10.9	2.0	2.2	18.8
COc1ccccc1CCc1nnc(CCC(=O)NCCCOc2cccnc2)o1
→ 1.5	-15.8	-0.3	-2.3	-7.7	-9.2	0.7	-10.9	0.7
CCc1sc(NC(=O)c2cc3ccccc3oc2=O)nc1-c1cccs1
→ -3.6	-3.7	0.7	-0.2	5.4	-12.6	1.4	0.0	5.2
COc1ccccc1/C=C/CN1CCN(Cc2ccc(C)o2)C(CCO)C1 (centres undefined)
→ -4.6	-14.2	-0.9	2.0	-5.9	4.3	0.9	0.9	-0.3
COc1ccc(OCC2CNC(=O)O2)cc1 (centres undefined)
→ 3.8	7.0	x	-0.8	-16.4	1.0	0.3	6.1	-7.6
CCOC(=O)CNC(=O)c1nn(-c2ccc(OCC)cc2)c(=O)c2ccccc12
→ 0.3	-5.5	0.3	-0.8	-24.3	-5.8	-2.8	-8.2	-3.1
Cc1ccsc1/C=N/n1c(-c2ccccn2)n[nH]c1=S
→ -2.0	4.2[fluorescence artefact?]	0.8	8.6	-3.5	-13.1	11.7	2.3	-0.4
COc1ccc2sc(NC(=O)c3ccco3)nc2c1
→ -6.7	4.4[fluorescence artefact?]	54.4	1.3	-13.7	-38.7	2.3	-41.3	-0.1
CC(=O)N(CCC(c1ccco1)C(C)C)Cc1ccc(Cl)cc1 (centres undefined)
→ -4.2	-8.8	0.3	-1.4	-11.8	-1.0	-6.0	9.7	1.7
Cc1ccc(S(=O)(=O)N2CCN(CC(=O)NC3CCCc4ccccc43)CC2)cc1C (centres undefined)
→ -8.3	8.3	-0.8	-5.9	-13.5	-2.2	-6.0	-14.3	8.0
CCCCN(CC)CCCNC(=S)Nc1ccc2nc(N3CCN(CC)CC3)cc(C)c2c1
→ 10.7	-2.8	0.8	3.7	-25.6	-3.3	2.5	5.3	-37.2
Cc1cc(C)cc(N2CC(c3nc4ccccc4n3C)CC2=O)c1 (centres undefined)
→ -13.1	6.0[fluorescence artefact?]	1.4	4.1	0.5	-22.8	0.3	0.7	-0.1
COCCn1c(SCc2cccnc2)nnc1-c1ccco1
→ 6.4	-0.8[fluorescence artefact?]	0.0	1.9	2.8	-30.6	11.3	3.3	0.4
CC1(C)CC(=O)C=C(NCCN2CCN(C(=S)Nc3ccccc3)CC2)C1
→ -2.4	-4.4	1.7	-1.6	-7.4	-9.9	0.3	-2.0	3.3
O=C(Nc1cc(C(F)(F)F)ccc1N1CCOCC1)c1cccc(F)c1
→ -8.9	-3.2	-0.2	-9.0	2.4	-15.8	1.2	-1.2	0.0
COc1ccccc1-c1ccc(SCc2cccc(C)c2)nn1
→ -7.8	11.6	-0.6	-2.9	-22.6	3.7	-0.3	10.0	14.7
Cc1nc(CSc2n[nH]c(=O)n2-c2ccccc2)cs1
→ -1.4	-4.8	0.4	-7.5	0.7	-1.2	0.0	-3.4	8.8
CCC(=O)Nc1sc(Cc2ccc3c(c2)OCO3)c(C)c1C(N)=O
→ -6.0	1.9	-0.2	-1.0	-4.2	-8.1	27.8	-8.9	4.6
Cc1ccc(S(=O)(=O)NCCSc2ccccc2)cc1[N+](=O)[O-]
→ -6.6	-5.2	-0.6	-0.5	-4.4	-13.7	-1.6	4.3	2.7
Cc1ccc(/C=C(\NC(=O)c2ccccc2)C(=O)NCCc2ccccn2)o1
→ -4.6	9.9	0.8	0.1	0.6	-13.2	3.4	-24.8	2.3
Cc1ccccc1N/C(SCc1ccc(Cl)cc1)=C(/C#N)C(N)=O
→ 7.3	4.7	1.3	-1.4	5.1	-8.4	-3.5	2.2	3.9
COc1ccc(-c2noc(-c3ccc(Cl)cc3[N+](=O)[O-])n2)cc1OC
→ -6.4	-5.2[fluorescence artefact?]	0.3	-8.7	1.4	0.1	-2.9	6.5	5.9
CCOc1cc(N2CCOCC2)c(OCC)cc1NC(C)C(=O)N1CCC(C)CC1 (centres undefined)
→ 11.0	-2.7	-0.9	-2.3	-14.5	8.0	-2.2	-0.3	-1.5
CC(=O)Nc1ccc2ccccc2c1
→ -8.7	92.1*[fluorescence artefact?]	0.6	2.7	6.0	-0.2	1.7	-2.5	-1.9
COCCNc1nnc(SCC(=O)N2CCN(S(=O)(=O)c3ccccc3)CC2)s1
→ -3.6	3.2	0.4	1.0	-17.4	-5.2	-0.1	-0.5	0.0
COc1ccc(NC(=O)CC2CCCCC2)cc1OC
→ -15.2	1.9	0.3	1.9	-16.6	-12.8	0.6	1.4	-0.6
Cn1c(COc2ccc3ccccc3c2)nnc1SCC(N)=O
→ -0.5	-0.3	0.5	5.3	-1.0	-3.2	1.2	15.3	1.4
Cc1ccc(NC(=O)C2(N(C(=O)Cn3nnnc3N)c3ccc(C)cc3)CCCCC2)cc1
→ -5.2	5.8	0.6	-1.7	-12.5	-12.6	-1.3	6.2	-2.6
CC(C)c1ccc(/C=N/NC(=O)C(=O)NCCCN2CCOCC2)cc1
→ 6.7	-10.7	0.2	4.1	x	-7.1	2.3	-11.9	3.5
CC(C)CNC(=O)C1CCN(c2ccc(S(=O)(=O)N3CCOCC3)cc2[N+](=O)[O-])CC1
→ -16.4	0.1	-0.4	3.0	x	-21.1	0.7	-7.7	13.8
CCCn1c(=O)[nH]c(=O)c2c(C(=O)OCC)cc(-c3cccs3)nc21
→ -26.2	4.2	10.2	-8.2	-3.6	-3.8	-4.5	-14.8	35.5
Cc1ccc(C(=O)O/N=C(\N)c2cccnc2)cc1[N+](=O)[O-]
→ -8.7	7.9	0.1	1.2	-17.1	-9.8	-2.9	-2.2	2.1
CCN(CC)c1ccc(/C=N/NC(=O)CCC(=O)NCc2ccccc2)c(O)c1
→ -6.5	-16.9	17.1	8.1	-10.5	-3.9	4.2	-26.5	5.6
COc1cccc(NC(=S)Nc2ccc(O)cc2)c1
→ -1.1	6.6	0.1	35.0	x	-10.5	47.5	-1.9	-11.2
c1ccc(C2CC(c3cccs3)Nc3nnnn32)cc1 (centres undefined)
→ -10.8	-16.8	1.5	-1.0	-16.4	-12.2	-3.0	-3.2	21.6
O=C1CCN(S(=O)(=O)c2ccccc2)CCN1CCOCc1ccc(C(F)(F)F)cc1
→ -12.4	0.6	-0.8	0.0	4.6	-13.7	-3.0	-9.0	25.4
Clc1ccc(CNc2nnnn2-c2ccccc2)c(Cl)c1
→ -6.0	-2.6	0.2	-3.2	15.6	5.4	-1.6	0.6	-0.6
CCc1ccc(/C=C2\Oc3c(ccc(O)c3CN3CCN(CCO)CC3)C2=O)cc1
→ -17.7	4.5	-0.3	81.2*	-97.9	-5.0	11.7	-37.0	-21.1
Cn1cnnc1Sc1nc([N+](=O)[O-])nn1C
→ 2.1	-5.4	3.4	1.5	-10.7	-15.4	-1.4	1.9	19.3
O=C(Nc1ccc(Br)cc1)Nc1ccccc1F
→ 1.6	4.2	2.5	0.8	-29.5	1.7	-0.5	-0.3	-2.1

From PubChem
